Screening results as filed in PubChem BioAssay.
PKA-R2B activ: activators of human PKA-R2B complex; P22694+P31323; PKA-R2B holoenzyme dissociation, Cy5-IP20 fluorescence polarization; R2B truncated from residue 108, S112A mutant; 0% DMSO only, 100% 113 µM cGMP; activation, % at 11.4 µM; 340,000 tested, 0.079% active; AID 504700;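 active = activation above a cutoff set at the mean over all compounds plus 3 SD, cut at about 18% in these data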;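 also: higher means more holoenzyme dissociation and a rise in polarization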
Target sequence (P31323 whole entry, looked up, other chains not shown, the tested form may be a part): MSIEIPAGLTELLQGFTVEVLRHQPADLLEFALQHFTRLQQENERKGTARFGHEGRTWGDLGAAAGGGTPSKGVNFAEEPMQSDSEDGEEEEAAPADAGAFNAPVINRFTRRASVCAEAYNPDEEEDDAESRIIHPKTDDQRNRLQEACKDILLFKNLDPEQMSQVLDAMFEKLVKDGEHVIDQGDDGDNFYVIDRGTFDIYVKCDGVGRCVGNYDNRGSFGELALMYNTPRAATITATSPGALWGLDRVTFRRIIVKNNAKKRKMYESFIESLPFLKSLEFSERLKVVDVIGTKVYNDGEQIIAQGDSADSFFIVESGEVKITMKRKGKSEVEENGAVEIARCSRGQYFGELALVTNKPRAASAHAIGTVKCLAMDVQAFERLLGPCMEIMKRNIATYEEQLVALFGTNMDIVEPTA
OPRM1-OPRD1 ag: agonists of human mu-delta opioid receptor heterodimerization. P35372+P41143. cells, OPRM1-OPRD1 heterodimerization, luminescence. activation, % at 9.3 µM. 340,000 tested, 0.3% active. AID 504326; in the data active = activation above about 18%;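 also: 0% = vehicle-treated cells and 100% = reference agonist; values of inactives mirror those of a sister screen read the other way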
V-ATPase pH: alters yeast V-ATPase proton transport. S. cerevisiae, pHLuorin cytosolic pH fluorescence. response, % at 10 µM. 350,000 tested, 0.37% active. AID 504577; in the data active = response mostly above about 7.3%, no sharp cut-off; inactive = mostly below about 5.4%; also: actives read high; inactives centre near 0; some compounds called inactive have numbers as strong as hits; reference of the scale not given here
PKA-R1A activ: activates the PKA-R1A holoenzyme complex; P00514+P68181; PKA-R1A dissociation, Cy5-IP20 fluorescence polarization; scaled: DMSO 0%, 113 µM cGMP 100%; activation, % at 11.4 µM; 340,000 tested, 0.083% active; AID 504707;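 active = percent activation above the mean of all tested compounds plus 3 SD, cut at about 19% in these data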;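 also: higher means more PKAc released from R1A so a rise in polarization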
Arr AP2 block: blocks beta-arrestin peptide binding to AP2 adaptin; FITC-arrestin peptide / GST-AP2 beads, flow cytometry; AP2 beta2 appendage carries R879A mutation; inhibition, % at 10 µM; 340,000 tested, 0.31% active;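 active = inhibition above a set limit, near 3 SD of compounds lacking own fluorescence, cut at about 54% in these data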;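 also: plate controls were DMSO wells for no effect and 5 µM unlabelled arrestin peptide for full effect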
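System: GST-AP2 R879A glutathione beads. Medium: PBS with 0.05% Tween 20 and 0.1% BSA. Also added: FITC-arrestin peptide, 50 nM. Incubation: 12 min plus 1 h, RT. Measured by: high-throughput flow cytometry of beads, ex 488, em 535 nm. Evaluation: percent drop in bead-associated FITC signal.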
OPRM1-OPRD1 inv: mu-delta opioid heterodimer inverse agonism. P35372+P41143. cell-based MOR-DOR heterodimer luminescence. inhibition, % at 9.3 µM. 340,000 tested, 0.21% active. AID 504357; in the data active = inhibition above about 22%, passing the limit was not always enough;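 also: 0% = cells with DMSO and 100% = wells without cells with DMSO; values of inactives mirror those of a sister screen read the other way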
DAGLB inh: diacylglycerol lipase beta (human) inhibition; Q8NCG7; HEK293T DAGLB membrane lysate, EnzChek fluorogenic substrate; inhibition, % at 5.17 µM; 340,000 tested, 0.059% active; AID 504411; in the data active = inhibition above about 34%;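 also: 0% = enzyme with vehicle and 100% = wells lacking enzyme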
HTR5A ag ctr: counter-screen for OPRM1-OPRD1 agonists: human HTR5A agonism | AID 504692 | activation, % at 9.3 µM | P47898 | 340,000 tested, 0.61% active | HTR5A agonist assay, luminescence, cell-based; in the data active = activation mostly above about 9.5%, no sharp cut-off; inactive = mostly below about 7.6%;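 also: 0% = cells with vehicle only and 100% = reference agonist; strong numbers were not always called active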
Target sequence (P47898 whole entry, looked up): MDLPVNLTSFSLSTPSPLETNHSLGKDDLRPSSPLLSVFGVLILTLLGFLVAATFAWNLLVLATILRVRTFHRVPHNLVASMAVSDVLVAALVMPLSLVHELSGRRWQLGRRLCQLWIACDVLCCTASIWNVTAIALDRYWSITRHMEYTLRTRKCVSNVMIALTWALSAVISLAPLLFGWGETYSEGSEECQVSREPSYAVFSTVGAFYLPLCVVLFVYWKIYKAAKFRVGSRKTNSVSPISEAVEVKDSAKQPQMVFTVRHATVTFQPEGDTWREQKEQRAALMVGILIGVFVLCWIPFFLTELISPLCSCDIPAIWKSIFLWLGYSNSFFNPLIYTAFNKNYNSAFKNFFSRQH
HTR5A inv ag: inverse agonist of human HTR5A in OPRM1-OPRD1 counter-screen | HTR5A cell line, luminescence, inverse agonism | inhibition, % at 9.3 µM | 340,000 tested, 0.083% active | AID 504634; in the data active = inhibition mostly above about 23%, no sharp cut-off; inactive = mostly below about 18%;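 also: 0% = cells with DMSO and 100% = no-cell wells with DMSO; some compounds called inactive have numbers as strong as hits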
DSG3 Ab inh: inhibitors of pemphigus antibody binding to human desmoglein-3 | DSG3-coupled beads, scFv-anti-DSG3-GFP binding, flow cytometry; stronger effect = lower value | P32926 | 310,000 tested, 0.48% active | binding (percent of control), % at 10 µM | AID 588358;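 active = binding more than 3 SD below its plate's average and above zero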;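 also: hits lower antibody fragment binding to DSG3; some compounds called inactive have numbers as strong as hits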
Active calls of the source: *; i = inactive; . = no result given. Not all compounds are listed. The share of hits here may be higher or lower than overall.

SMILES	PKA-R2B activ	OPRM1-OPRD1 ag	V-ATPase pH	PKA-R1A activ	Arr AP2 block	OPRM1-OPRD1 inv	DAGLB inh	HTR5A ag ctr	HTR5A inv ag	DSG3 Ab inh
CC(C)=CCOc1c2ccoc2cc2oc(=O)ccc12	-4	1.5	2	-4	5	-9	-6	-2	-38	95
Cc1cccc2c1NC(=O)C2(c1ccc(O)cc1)c1ccc(O)cc1	5	124*	-64	-3	12	i	2	44*	-107	103
COc1ccc(-c2cc(=O)c3c(O)cc(O[C@@H]4O[C@H](CO[C@@H]5O[C@@H](C)[C@H](O)[C@@H](O)[C@H]5O)[C@@H](O)[C@H](O)[C@H]4O)cc3o2)cc1O	18	-1.5	-2	-7	1	8	2	-2	6	.
C/C=C/C(=O)N(CC)c1ccccc1C	3	-0.4	1	7	12	2	2	1	-7	100
C/C=C(/C)C(=O)OC(C)(C)[C@@H]1Cc2c(ccc3ccc(=O)oc23)O1	-14	2.6	2	-11	-3	-15	-9	6	-15	103
Cc1cncn1CCc1nc2c3ccccc3nc(SCC(=O)Nc3cccc(Cl)c3)n2n1	-3	1.2	-2	-4	-6	-8	2	1	-7	98
COc1ccc(C[C@H]2COC(=O)[C@@H]2Cc2ccc(OC3OC(CO)C(O)C(O)C3O)c(OC)c2)cc1OC (stereo not given in full)	-3	-1.8	2	0	-2	8	2	5	14	102
COc1cc([C@@H]2Oc3cc(C4Oc5cc(O)cc(O)c5C(=O)[C@H]4O)ccc3O[C@H]2CO)ccc1O (stereo not given in full)	-5	0.0	-3	5	13	0	0	-1	-8	110
CC1Cc2ccccc2N1NC(=O)c1ccc(Cl)c(S(N)(=O)=O)c1 (stereo not given)	-6	-0.8	-3	-9	3	4	3	3	10	113
C=CC1CN2CCC1CC2C(O)c1ccnc2ccc(OC)cc12 (stereo not given)	6	-1.1	6	-14	-2	6	1	1	-29	99
N[C@@H](Cc1c[nH]c2ccc(O)cc12)C(=O)O	8	-2.3	-1	5	23	13	3	7	-36	98
CCCCNc1ccc(C(=O)OCCN(C)C)cc1	-6	-1.1	7	-11	-3	6	1	-1	2	.
CCC(NC(C)C)C(O)c1ccc(O)c2[nH]c(=O)ccc12 (stereo not given)	-6	-0.5	1	-10	-2	3	1	-7	-55	99
CCN(CC)CCOC(=O)c1ccc(N)cc1	-4	-0.3	2	-6	11	2	2	1	12	102
COc1ccc(-c2cc(=O)c3c(O)cc(OC4OC(COC5OC(C)C(O)C(O)C5O)C(O)C(O)C4O)cc3o2)cc1O (stereo not given)	1	-2.2	1	-12	6	11	1	1	-12	101
C[N+]1(C)CCC(=C(c2ccccc2)c2ccccc2)CC1	-1	-2.5	-3	-6	12	13	1	0	-2	96
COc1ccccc1N1CCN(CCCN=C2CC(=O)N(C)C(=O)N2C)CC1	-1	-0.6	1	-4	2	3	1	3	-15	101
Oc1cc2c(cc1O)[C@H]1c3ccc(O)c(O)c3OC[C@@]1(O)C2	6	-1.9	0	1	23	10	0	2	-7	97
CCOC(=O)[C@H](CCc1ccccc1)N[C@@H](C)C(=O)N1Cc2ccccc2C[C@H]1C(=O)O	-9	-2.7	2	-16	-10	14	0	1	-5	104
C1COC(NC(C2CC2)C2CC2)=N1	-8	-0.1	3	2	2	0	3	-4	14	109
CCCCCC(=O)O[C@]1(C(C)=O)CC[C@H]2[C@@H]3CCC4=CC(=O)CC[C@]4(C)[C@H]3CC[C@@]21C	-2	2.7	3	-14	3	-15	-20	0	6	101
O=C(O)c1cccnc1Nc1cccc(C(F)(F)F)c1	-10	2.5	-2	-9	3	-13	7	-1	5	.
CN1CCCN=C1COC(=O)C(O)(c1ccccc1)C1CCCCC1 (stereo not given)	11	-0.7	0	12	-2	4	1	2	-7	103
C=CC[n+]1ccc(/C=C2\C=Cc3cc(C)ccc3N2CC)c2ccccc21	-4	1.4	-2	-10	-15	-7	10	2	-5	97
CC12CCC(=O)C=C1CCC1C2CCC2(C)C1CCC2(O)C(=O)CO (stereo not given)	-12	0.0	3	-10	18	0	0	3	3	100
SMILES	PKA-R2B activ	OPRM1-OPRD1 ag	V-ATPase pH	PKA-R1A activ	Arr AP2 block	OPRM1-OPRD1 inv	DAGLB inh	HTR5A ag ctr	HTR5A inv ag	DSG3 Ab inh
NC1CCN(c2nc3c(cc2F)c(=O)c(C(=O)O)cn3-c2ccc(F)cc2F)C1 (stereo not given)	-8	0.3	3	0	0	-2	0	6	-21	.
CC1(C)O[C@H]2CC(=O)OC[C@@]23C1CC(=O)[C@]1(C)C3CC[C@@]2(C)[C@H](c3ccoc3)OC(=O)[C@H]3O[C@]321 (stereo not given in full)	-3	-0.9	4	8	12	4	-2	3	3	102
COc1ccc(C2CNC(=O)C2)cc1OC1CCCC1 (stereo not given)	9	0.7	-6	0	18	-4	3	2	-9	.
CC(=O)Nc1ccc(CC(=O)O)cc1	16	-2.5	5	0	13	14	1	-4	-1	97
CCc1ccc(CCOc2ccc(CC3SC(=O)NC3=O)cc2)nc1 (stereo not given)	0	0.6	8	0	2	-4	3	-1	-5	120
Oc1ccc2c(c1)OCC1(O)Cc3cc(O)c(O)cc3C21 (stereo not given)	3	-2.1	0	-8	11	11	1	-2	30	101
Cc1ccc(=O)n(-c2ccccc2)c1	-3	-0.1	0	-13	10	1	5	-1	4	101
COC(=O)C1=CO[C@@H](O[C@@H]2O[C@H](CO)[C@@H](O)[C@H](O)[C@H]2O)C2C1C[C@H](O)[C@@H]2C (stereo not given in full)	-8	-2.9	2	-3	28	16	-2	5	-11	104
COc1cc(-c2oc3cc(O)cc(O)c3c(=O)c2O[C@@H]2O[C@H](COC3O[C@@H](C)[C@H](O)[C@@H](O)[C@H]3O)[C@@H](O)[C@H](O)[C@H]2O)ccc1O (stereo not given in full)	5	-0.2	6	3	20	1	-4	0	0	97
O=c1oc2c(O)c(O)cc3c(=O)oc4c(O)c(O)cc1c4c23	0	0.7	0	-8	27	-4	-1	7	-5	80
NOCC(=O)O	-4	-2.5	2	1	7	13	3	-3	9	105
Cc1c(C(=O)O)c(O)cc2c1C(=O)c1c(O)c([C@@H]3O[C@H](CO)[C@@H](O)[C@H](O)[C@H]3O)c(O)c(O)c1C2=O	-16	-4.6	3	-14	-7	27	2	4	-10	102

One compound at a time, from the list above. Order of screens: PKA-R2B activ | OPRM1-OPRD1 ag | V-ATPase pH | PKA-R1A activ | Arr AP2 block | OPRM1-OPRD1 inv | DAGLB inh | HTR5A ag ctr | HTR5A inv ag | DSG3 Ab inh
COc1ccc(C2CNC(=O)C2)cc1OC1CCCC1 (stereo not given) is entered as 9 | 0.7 | -6 | 0 | 18 | -4 | 3 | 2 | -9 | .
COC(=O)C1=CO[C@@H](O[C@@H]2O[C@H](CO)[C@@H](O)[C@H](O)[C@H]2O)C2C1C[C@H](O)[C@@H]2C (stereo not given in full) is entered as -8 | -2.9 | 2 | -3 | 28 | 16 | -2 | 5 | -11 | 104
O=c1oc2c(O)c(O)cc3c(=O)oc4c(O)c(O)cc1c4c23 is entered as 0 | 0.7 | 0 | -8 | 27 | -4 | -1 | 7 | -5 | 80
NC1CCN(c2nc3c(cc2F)c(=O)c(C(=O)O)cn3-c2ccc(F)cc2F)C1 (stereo not given) is entered as -8 | 0.3 | 3 | 0 | 0 | -2 | 0 | 6 | -21 | .

Some of the entries above, reformatted:
| SMILES | PKA-R2B activ | OPRM1-OPRD1 ag | V-ATPase pH | PKA-R1A activ | Arr AP2 block | OPRM1-OPRD1 inv | DAGLB inh | HTR5A ag ctr | HTR5A inv ag | DSG3 Ab inh |
| --- | --- | --- | --- | --- | --- | --- | --- | --- | --- | --- |
| O=c1oc2c(O)c(O)cc3c(=O)oc4c(O)c(O)cc1c4c23 | 0 | 0.7 | 0 | -8 | 27 | -4 | -1 | 7 | -5 | 80 |
| NOCC(=O)O | -4 | -2.5 | 2 | 1 | 7 | 13 | 3 | -3 | 9 | 105 |

Just HTR5A inv ag, for some of the entries so far:
canonical_smiles	HTR5A inv ag
Cc1ccc(=O)n(-c2ccccc2)c1	4
Cc1c(C(=O)O)c(O)cc2c1C(=O)c1c(O)c([C@@H]3O[C@H](CO)[C@@H](O)[C@H](O)[C@H]3O)c(O)c(O)c1C2=O	-10
Oc1ccc2c(c1)OCC1(O)Cc3cc(O)c(O)cc3C21 (stereo not given)	30
COc1ccc(C2CNC(=O)C2)cc1OC1CCCC1 (stereo not given)	-9
COC(=O)C1=CO[C@@H](O[C@@H]2O[C@H](CO)[C@@H](O)[C@H](O)[C@H]2O)C2C1C[C@H](O)[C@@H]2C (stereo not given in full)	-11
CCc1ccc(CCOc2ccc(CC3SC(=O)NC3=O)cc2)nc1 (stereo not given)	-5
